# Screening data deposited in PubChem BioAssay by National Center for Advancing Translational Sciences (NCATS).
# RXFP1 ag: agonists of human relaxin receptor RXFP1. HEK293T-RXFP1 cAMP TR-FRET, 30 min; response scale: percent of porcine relaxin response, buffer zero. 370,000 tested, 0.3% active. Q9HBX9. Potency, µM (top dose mostly 57.5 µM), inactives show top-dose activation, hits mostly activators; also: potency is read from the fitted curve at half-maximal effect; % is scaled to controls: 0 for no effect and ±100 for the full control effect; nearly all actives have a fitted effect of over 60% in size; many of its hits are not listed in these tables
# Target sequence (Q9HBX9 whole entry, looked up): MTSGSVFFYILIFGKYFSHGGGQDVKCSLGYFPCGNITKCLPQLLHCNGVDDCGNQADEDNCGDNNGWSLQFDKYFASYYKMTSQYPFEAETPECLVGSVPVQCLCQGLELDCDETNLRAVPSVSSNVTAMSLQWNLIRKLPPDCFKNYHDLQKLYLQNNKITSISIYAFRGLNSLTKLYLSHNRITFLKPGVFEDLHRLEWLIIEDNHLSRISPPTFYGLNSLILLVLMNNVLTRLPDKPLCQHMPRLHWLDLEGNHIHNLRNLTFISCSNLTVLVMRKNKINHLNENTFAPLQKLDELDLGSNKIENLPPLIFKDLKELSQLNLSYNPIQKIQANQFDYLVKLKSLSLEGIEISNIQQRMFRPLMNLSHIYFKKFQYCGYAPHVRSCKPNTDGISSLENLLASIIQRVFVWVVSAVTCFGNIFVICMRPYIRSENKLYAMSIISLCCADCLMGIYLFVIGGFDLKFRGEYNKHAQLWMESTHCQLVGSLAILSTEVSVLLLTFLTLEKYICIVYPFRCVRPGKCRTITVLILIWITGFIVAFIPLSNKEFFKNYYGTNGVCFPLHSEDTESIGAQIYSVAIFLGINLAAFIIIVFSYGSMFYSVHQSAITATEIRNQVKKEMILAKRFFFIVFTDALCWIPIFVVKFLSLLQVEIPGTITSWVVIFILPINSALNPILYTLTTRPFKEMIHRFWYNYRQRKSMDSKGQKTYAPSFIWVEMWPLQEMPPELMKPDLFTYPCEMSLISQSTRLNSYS
#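 Agonist response is measured as cAMP accumulation in an RXFP1-transfected HEK293T line under PDE4 inhibition. Values are scaled between buffer-only and 29 nM porcine relaxin, and EC50s come from standard Hill equation fits.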
# D1 potentiator: enhances dopamine response at the human D1 receptor. HEK293 TREx D1 cells, calcium flux, dopamine EC20 potentiation. potentiation, % at 10 µM. P21728. 360,000 tested, 0.036% active. AID 504651; in the data active = potentiation above about 30%; also: 0% is about no effect
# Vif-A3G inh: blocks the Vif interaction with human APOBEC3G; Q9HC16; HeLa A3G-eYFP + Vif (tagged APOBEC3G with the HIV-1 protein that degrades it), YFP fluorescence, overnight; Potency, µM (highest dose often 46.1 µM), without a hit: top-dose activity, negative = active, most hits filed as inhibitors; 410,000 tested, 0.076% active;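 also: potency is read from the fitted curve at half-maximal effect; % is scaled to controls: 0 for no effect and ±100 for the full control effect; nearly all actives have a fitted effect of over 60% in size; hits raise eYFP signal because A3G escapes Vif-driven loss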
#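 HeLa cells stably expressing Vif and C-terminally eYFP-tagged A3G, seeded overnight at 37 deg C, then exposed to compound by pintool overnight at 37 deg C. Rise in yellow fluorescence (Ex 488/Em 500-530, Acumen) marks blocked Vif-driven A3G degradation.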
# Vif-A3F inh: inhibitors of Vif-A3F interaction | HeLa A3F-eYFP + Vif (tagged APOBEC3F with the HIV-1 protein that degrades it), YFP fluorescence increase | Potency, µM (series often up to 46.1 µM), without a hit: top-dose activity, negative = active | 390,000 tested, 0.2% active | AID 602313; also: potency is read from the fitted curve at half-maximal effect; % of control where 0% means no effect; nearly all actives have a fitted effect of over 65% in size
#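 HeLa cells stably expressing Vif plus C-terminally eYFP-tagged A3F were seeded, incubated overnight at 37 deg C, dosed with compound, incubated overnight again at 37 deg C. Yellow fluorescence (Ex 488/Em 500-530) reported blocked Vif-mediated A3F-eYFP degradation.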
# Glioma ERSR ind: induces the endoplasmic reticulum stress response in human glioma cells; U87-MG GRP78 promoter luciferase reporter, 16 h; Potency, µM, without a hit: at the top dose activation, actives largely listed as activators; AID 602332; 420,000 tested, 0.02% active; also: potency is read from the fitted curve at half-maximal effect; series mostly up to about 76 µM; % of control where 0% means no effect; nearly all actives have a fitted effect of over 35% in size
#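 ERSR induction read as luciferase luminescence (Bright-Glo, 10 min at room temperature) in stably transfected human U87-MG glioma cells exposed to compounds for 16 h, using GRP78 as sensor.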
# LDHA block: inhibitors of human lactate dehydrogenase A; purified LDHA, NADH/diaphorase-resazurin fluorescence; hits give low values; activity change, % (values are at about 110 or 230 µM); P00338; 480,000 tested, 0.15% active; in the data active = activity change below about -30%; inconclusive = mostly about -25% to -30%;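 also: plate controls were DMSO wells for no effect and wells without enzyme for full effect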
#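 Human LDH5 at 2 nM final in Tris HCl pH 7.4 with 0.06 mM NADH and 0.2 mM pyruvate, reacted 5 minutes at room temperature. Remaining NADH coupled via diaphorase/resazurin; resorufin fluorescence read at 0 and 20 minutes, normalized to enzyme-free and DMSO wells.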
# D1 ag: activates the human D1 dopamine receptor; activation, % at 2 µM; 360,000 tested, 1% active; AID 504660; HEK293 T-REx D1 cells, calcium flux, agonist mode; in the data active = activation above about 30%; also: 0% is about no effect
#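 Inducible HEK293 T-REx D1 cells, force-coupled to calcium signalling, were plated at 4000 cells/well with tetracycline and held overnight at 30 C. After no-wash calcium dye loading, compound-evoked calcium rise over 180 s flagged agonists.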
# D1 antag: human D1 dopamine receptor antagonism; P21728; AID 504652; HEK293 TREx D1 cells, calcium flux, dopamine EC80; hits give low values; 360,000 tested, 3.2% active; activity change, negative = inhibition, % at 10 µM; in the data active = activity change below about -30%; also: % is scaled to controls: 0 for no effect and ±100 for the full control effect
#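 HEK293 T-REx cells expressing inducible, force-coupled D1 receptor; no-wash Ca dye, 30–90 min RT. Cmpd → 180 s read at 1 Hz → EC80 DA → 180 s read.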
# D2 potentiator: D2 dopamine receptor (human) potentiation. P14416. HEK293 T-REx D2, calcium flux, EC20 dopamine potentiation. potentiation, % at 10 µM. 340,000 tested, 0.34% active;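 active = potentiation over 3 SD above the plate norm, cut at about 30% in these data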; also: 0% is about no effect
#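 Cells plated with tetracycline inducer and held overnight at 30 C; calcium dye loaded 30–90 min at room temperature; baseline taken, compound added and read 180 s; EC20 dopamine then added and read 180 s.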
# * hit, by the source's call; ? = inconclusive; . = no result given; & = joins results of further samples. Unless noted, calls follow the shape of the dose curve; as a rule, active = well fitted curve in the direction sought with a large enough effect; inconclusive = small, poorly fitted or top-dose-only effect, or another doubt; inactive = no such curve, though single readings can be large; an effect the other way counts as inactive or inconclusive. Some of the compounds tested; the hit share may differ from the screen's.
no.	Molecule	RXFP1 ag	D1 potentiator	Vif-A3G inh	Vif-A3F inh	Glioma ERSR ind
1	CCCCCCN1C(=O)CC(NC(=O)OCC2c3ccccc3-c3ccccc32)C/C=C\C1C(C)C (configuration not stated)	.	.	3%	5%	-2%
2	O=C(OCCN1CCCCC1)c1ccc(Cl)cc1	-1.0%	1	1%	6%	-3%
3	Cc1ccc(S(=O)(=O)NCCCC(=O)C=[N+]=[N-])cc1	3.6%	-3	0%	4%	-1%
4	FC(F)(F)c1cnc(Sc2nnc(-c3cccs3)n2CC2CCCO2)c(Cl)c1 (configuration not stated)	0.5%	-6	0%	14%	-3%
5	COc1cc(OC)c(N(C)C(=O)c2sc3nc4n(c(=O)c3c2C)CCCC4)cc1Cl	9.2%	-4	-7%	0%	-2%
6	O=C(c1ccccc1)c1ccc2c(c1)OCCOCCOCCOCCO2	-7.1%	-6	0%	-11%	-1%
7	COCCN(Cc1nc(-c2ccc(C(F)(F)F)cc2)no1)C(C)C	2.3%	-1	-4%	?	-2%
8	COc1ccc(CN2C(=O)N(c3cccc(C)c3)C(=O)C2CC(=O)Nc2ccc(F)cc2)cc1OC (configuration not stated)	0.7%	-2	3%	-17%	-3%
9	Nc1nc(SCc2c(F)cccc2Cl)[nH]c(=O)c1-c1ccccc1	-1.8%	-4	3%	-23%	0%
10	C/C(=N\O)c1ccc2c3c([nH]c2c1)CCCC3	0.9%	-1	-16%	-5%	-15%
11	O=C(c1ccc([N+](=O)[O-])o1)N1CCN(c2nc3c(F)cc(F)cc3s2)CC1	-0.9%	-7	-8%	?	-2%
12	O=C(NCCc1ccco1)c1cc(COc2cccc(C(F)(F)F)c2)on1	1.4%	-6	-9%	-2%	-4%

no.	LDHA block	D1 ag	D1 antag	D2 potentiator
1	2	.	.	.
2	-3	-2	10	7
3	1	-2	-4	15
4	-4	-3	-1	18
5	2	18	1	-9
6	-1	5	1	10
7	0	0	-17	-1
8	-1	0	-16	-21
9	-6	2	-7	-6
10	11	4	-8	-16
11	-5	3	-31*	0
12	-7	5	4	-17

# Further entries:
no.	Molecule	RXFP1 ag	D1 potentiator	Vif-A3G inh	Vif-A3F inh	Glioma ERSR ind
13	CC1=NNC(=O)C1CCC(=O)N/N=C/c1c(Cl)cccc1Cl (configuration not stated)	-3.0%	6	-6%	0%	1%
14	CC(=O)N1CCc2cc(S(=O)(=O)NCCC(=O)NC3CCN(Cc4ccccc4)CC3)ccc21	1.0%	-2	0%	-11%	3%
15	COc1ccc(C(=O)N2CCN(c3nc4cc(C)cc(C)c4cc3C#N)CC2)cc1	.	.	1%	-3%	-2%
16	CC(=O)Nc1ccc(S(=O)(=O)N2CCSC2c2ccccc2)cc1 (configuration not stated)	-0.6%	-2	1%	0%	-4%
17	CSc1nnc([C@H](C)NC(=O)OC(C)(C)C)o1	-1.4%	-5	-1%	-6%	-4%
18	CCN1CCN(C(=O)c2cnn(-c3ccc(F)cc3F)c2C2CCN(C(=O)OC(C)(C)C)CC2)CC1	-3.5%	-2	2%	0%	-3%
19	C=C(C)c1cccc(C(C)(C)NC(=O)N2CCN(c3ccccc3)CC2)c1	2.4%	-2	0%	-13%	-3%
20	O=C(CCC(=O)N1CCOc2ccccc21)NCCN1CCOCC1	1.1%	-4	0%	1%	-1%
21	CC(=O)c1ccc(N(CC(=O)NCC2CCCO2)C(=O)CCC(=O)Nc2cc(C)on2)cc1 (configuration not stated)	-1.1%	-4	1%	-2%	-4%
22	N#C/C(C(=O)NCc1ccccc1)=C1/N=C(NC(=O)c2ccco2)c2ccccc21	-3.7%	0	1%	13%	-2%
23	COc1cccc(CN2CCN(Cc3cccc4c3OCO4)CC2CCO)c1 (configuration not stated)	8.7%	1	-1%	-20%	-7%
24	COc1ccc(-c2cc(C(=O)Nc3cc(C)nn3-c3ccccc3)no2)cc1OC	6.1%&9.3%	-2&1	-6%&-3%	-1%&2%	0%&0%

no.	LDHA block	D1 ag	D1 antag	D2 potentiator
13	-5	2	22	-3
14	-2	1	-3	-13
15	-4	.	.	.
16	-4	11	-22	.
17	-5&7	1	-5	-11
18	-7	1	-8	-13
19	-2	0	-10	13
20	-17	0	-8	-5
21	-8	2	-21	4
22	-1	8	0	0
23	-3	-1	-14	5
24	-10&-5	0&-2	-2&-2	0&1

# The list goes on (5 carried over from the part before).
no.	Molecule	RXFP1 ag	D1 potentiator	Vif-A3G inh	Vif-A3F inh	Glioma ERSR ind
20	O=C(CCC(=O)N1CCOc2ccccc21)NCCN1CCOCC1	1.1%	-4	0%	1%	-1%
21	CC(=O)c1ccc(N(CC(=O)NCC2CCCO2)C(=O)CCC(=O)Nc2cc(C)on2)cc1 (configuration not stated)	-1.1%	-4	1%	-2%	-4%
22	N#C/C(C(=O)NCc1ccccc1)=C1/N=C(NC(=O)c2ccco2)c2ccccc21	-3.7%	0	1%	13%	-2%
23	COc1cccc(CN2CCN(Cc3cccc4c3OCO4)CC2CCO)c1 (configuration not stated)	8.7%	1	-1%	-20%	-7%
24	COc1ccc(-c2cc(C(=O)Nc3cc(C)nn3-c3ccccc3)no2)cc1OC	6.1%&9.3%	-2&1	-6%&-3%	-1%&2%	0%&0%
25	Fc1ccccc1-c1nc(-c2ccc(Cl)cc2)no1	.	.	1%	-8%	11%
26	Cc1cc(NC(=O)CSc2ccc(-c3ccc(F)cc3)nn2)no1	1.3%	-2	2%	5%	-1%
27	CC(C)NCc1nnc(-c2ccccc2Cl)o1	2.5%	-2	1%	0%	1%
28	COc1ccc(N2CC(C(=O)Nc3ccc4c(c3)OCCO4)CC2=O)cc1 (configuration not stated)	2.3%	-2	-2%	6%	-4%
29	Cc1ccc(-n2ncc3c(NCCCN4CCOCC4)ncnc32)cc1C	7.2%	0	0%	3%	2%
30	CC(=O)Nc1ccc(N(C(=O)c2ccco2)C(C(=O)NC2CCCC2)c2cccs2)cc1 (configuration not stated)	0.7%	-3	-5%	-22%	-4%
31	CCSc1nnc(CNc2ccc(F)cc2)n1CC1CCCO1 (configuration not stated)	0.8%	-7	1%	4%	-5%
32	CCCn1c(SCC(=O)Nc2nnc(C)s2)nnc1-c1ccoc1C	0.0%	6	1%	.	-4%
33	CCc1nc2cccnc2n1-c1ccc(C(=O)O)cc1	8.9%	-4	-1%	2%	-4%
34	Cc1cccc2nc(CSc3nnnn3-c3ccccc3)cn12	2.1%	-4	1%	-5%	-3%
35	CCc1ccc(/C=N\n2cnnc2)cc1	1.6%	2	1%	-4%	-1%
36	CC(=O)n1c2ccccc2c2nc(NC(C)C)sc21	-1.0%	-5	-6%	.	7%

no.	LDHA block	D1 ag	D1 antag	D2 potentiator
20	-17	0	-8	-5
21	-8	2	-21	4
22	-1	8	0	0
23	-3	-1	-14	5
24	-10&-5	0&-2	-2&-2	0&1
25	-7	.	.	.
26	-10	0	-11	-5
27	-14	1	2	-12
28	2	0	9	-7
29	-9	-4	-4	9
30	-7	8	2	-2
31	4	3	-1	-3
32	3	2	-1	-3
33	-12	1	-11	.
34	4	5	1	7
35	1	2	-4	2
36	15	4	-1	19

# Remaining list, next part
no.	Molecule	RXFP1 ag	D1 potentiator	Vif-A3G inh	Vif-A3F inh	Glioma ERSR ind
37	CCOC(=O)[C@@H]1[C@H]2COc3cc(OC)ccc3[C@H]2N2C(=O)N(c3ccc(C(F)(F)F)cc3)C(=O)[C@]12C	.	.	-1%	-10%	-5%
38	CCN(CC)C(=O)Cn1c(=O)n(-c2ccc(CC(=O)NCc3ccccc3)cc2)c(=O)c2sccc21	0.1%	-2	0%	1%	5%
39	CC(=O)Nc1ccc(NS(C)(=O)=O)cc1	1.2%	-3	0%	-7%	-8%
40	Cc1cc(-c2nn3c(C)nnc3s2)ccc1NC(=O)C(C)(C)C	.	.	1%	2%	1%
41	O=C1CCC/C(=N/NC(=O)c2sc3ccccc3c2Cl)C1	3.0%	-10	?	?	0%
42	Cc1csc(SCC(=O)N(C)C2CCS(=O)(=O)C2)n1 (configuration not stated)	-1.4%	-2	-1%	7%	-4%
43	COc1cc(OC)c(N(C)S(=O)(=O)c2cccc(C(=O)OCC(=O)c3c[nH]c4ccccc34)c2)cc1Cl	2.1%	5	-5%	-8%	-2%
44	CCCn1nc(NC(=O)c2ccco2)c2cc3cc(C)ccc3nc21	5.2%	1	0%	8%	2%
45	C/C=C/C(=O)Nc1cccc(C2=NOC3(C2)C[C@@H](C(N)=O)N(C(=O)C(c2ccccc2)c2ccccc2)C3)c1 (some centres not stated)	0.8%	0	0%	4%	-1%
46	CC(C)C[C@@H](CNCC(=O)[C@H](CC(C)C)NC(=O)c1[nH]cnc1C(=O)N[C@H](CN)CC(C)C)NC(=O)c1nc[nH]c1C(=O)N[C@@H](Cc1ccccc1)C(=O)O	.	.	-5%	0%	-3%
47	CCCSc1nc2sc3c(c2c(=O)n1-c1ccc(OC)cc1)CCN(C)C3	3.1%	1	-2%	-3%	-2%
48	CCCc1ccc(OCCNC(=O)C2CCCCC2)cc1	-0.7%	-6	-6%	1%	1%
49	Cc1cccc2c(=O)c(-c3ccc(Cl)cc3)c(NC(=O)c3ccco3)oc12	1.3%	-6	1%	5%	-6%
50	COc1cccc(CN(C)S(=O)(=O)c2ccccc2Br)c1	.	.	-5%	12%	1%
51	C=CCOn1c(=O)c(-c2ccccc2)[n+]([O-])c2ccccc21	0.5%	3	2%	-2%	-3%

no.	LDHA block	D1 ag	D1 antag	D2 potentiator
37	6	.	.	.
38	-2	1	6	.
39	4	-1	0	7
40	1	.	.	.
41	-11	81*	-5	.
42	-3	4	-6	15
43	-4	3	6	5
44	1	2	9	4
45	-5	3	21	16
46	4	.	.	.
47	-6	3	22	1
48	-7	6	-27	3
49	-4&2	2	10	4
50	-1	.	.	.
51	-3	1	-7	.
